Source: PubChem (National Center for Advancing Translational Sciences (NCATS))
AMA1 RON2 block = qHTS for Inhibitors of AMA1-RON; Towards Development of Antimalarial Drug Lead: Primary Screen; AID 720542, 2013; 360,000 compounds, 0.2% hits; Potency, µM (highest dose often 58.2 µM), for inactives: at the top dose activity change, negative = inhibition, most hits filed as inhibitors; AlphaScreen AMA1-biotinylated RON2 peptide binding; Plasmodium falciparum AMA1 (3D7) - RON2 peptide interaction;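 further: potency means the concentration at half of the fitted maximal effect; 0% = vehicle wells and -100% = peptide control; nearly all actives have a fitted effect of over 45% in size; some results filed as inactive show a strong effect at the top dose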
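AMA1 (3D7) with his tag at 25 nM final met compounds first, then biotinylated RON2 peptide at 25 nM; detection used donor plus acceptor beads, 10 µg/mL apiece, read by AlphaScreen after 30 min at room temperature.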
Sm TGR block = qHTS Assay for the Inhibitors of Schistosoma Mansoni Peroxiredoxins; Schistosoma mansoni thioredoxin glutathione reductase (TGR), Q962Y6; purified TGR, DTNB reduction, TNB absorbance 405 nm; Potency, µM (highest dose often 114 µM), for inactives: at the top dose activity change, negative = inhibition, actives largely listed as inhibitors; 360,000 compounds, 3% hits; AID 485364, 2010; further: potency means the concentration at half of the fitted maximal effect; nearly all actives have a fitted effect of over 60% in size
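First, TGR (20 nM dispensed) and NADPH were mixed with compound. Second, a 15 min room-temperature incubation followed. Third, further NADPH and then DTNB were added to start the reaction. Finally, TNB absorbance was monitored kinetically.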
AmpC no deterg = qHTS Inhibitors of AmpC Beta-Lactamase (assay without detergent). P00811. AmpC nitrocefin hydrolysis, absorbance 480 nm, 0.0001% Triton. Potency, µM (highest dose often 57.1 µM), inactives show top-dose activity change, negative = inhibition, hits mostly inhibitors. 330,000 compounds, 0.52% hits. AID 485341, 2010;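 further: potency means the concentration at half of the fitted maximal effect; plate controls were no compound for no effect and no enzyme for full effect; nearly all actives have a fitted effect of over 20% in size; some results filed as inactive show a strong effect at the top dose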
Target sequence (P00811 whole entry, looked up): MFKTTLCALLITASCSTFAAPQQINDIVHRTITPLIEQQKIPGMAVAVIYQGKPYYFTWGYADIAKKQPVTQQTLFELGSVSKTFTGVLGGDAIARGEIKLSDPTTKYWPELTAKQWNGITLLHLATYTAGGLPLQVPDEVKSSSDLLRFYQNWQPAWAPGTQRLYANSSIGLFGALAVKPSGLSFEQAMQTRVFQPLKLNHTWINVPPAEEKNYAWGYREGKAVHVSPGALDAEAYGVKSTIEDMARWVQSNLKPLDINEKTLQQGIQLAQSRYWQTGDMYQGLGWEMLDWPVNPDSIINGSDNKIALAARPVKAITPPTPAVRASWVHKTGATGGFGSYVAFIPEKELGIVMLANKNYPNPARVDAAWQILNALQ
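AmpC (5.3 nM in the dispensed reagent) in 20 mM phosphate pH 7.0 with 0.01% (detergent screen) or 0.0001% Triton X-100 was preincubated with compounds for 15 min at room temperature. Nitrocefin was then added from an 800 uM solution, and hydrolysis was followed at 480 nm.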
Tb PYK inh = qHTS of Trypanosoma Brucei Inhibitors; AID 624173, 2012; pyruvate kinase (Trypanosoma brucei), Q57TT1; TbPYK enzyme, Kinase-Glo Plus ATP luminescence, 45 min; Potency, µM (highest dose often 76.8 µM), for the others: top-dose activity, negative = inhibition, usual class: inhibitors; 410,000 compounds, 0.12% hits; further: potency means the concentration at half of the fitted maximal effect; nearly all actives have a fitted effect of over 50% in size
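Assay buffer: 50 mM TEA pH 7.2, 100 mM KCl, 10 mM MgCl2, 0.05% BSA, 0.01% Tween-20. Pyruvate kinase from T. brucei plus substrate met compound, then ADP (130 uM final). Luminescence was read post 45 min RT.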
LmPK inh = qHTS Assay for Inhibitors of Leishmania Mexicana Pyruvate Kinase (LmPK). 290,000 compounds, 0.37% hits. purified LmPK, Kinase-Glo ATP luminescence, 1 h. Potency, µM (top dose mostly 57.5 µM), without a hit: at the top dose activity change, negative = inhibition, hits mostly inhibitors. Q27686. AID 1721, 2009; further: potency means the concentration at half of the fitted maximal effect
Target sequence (Q27686 whole entry, looked up): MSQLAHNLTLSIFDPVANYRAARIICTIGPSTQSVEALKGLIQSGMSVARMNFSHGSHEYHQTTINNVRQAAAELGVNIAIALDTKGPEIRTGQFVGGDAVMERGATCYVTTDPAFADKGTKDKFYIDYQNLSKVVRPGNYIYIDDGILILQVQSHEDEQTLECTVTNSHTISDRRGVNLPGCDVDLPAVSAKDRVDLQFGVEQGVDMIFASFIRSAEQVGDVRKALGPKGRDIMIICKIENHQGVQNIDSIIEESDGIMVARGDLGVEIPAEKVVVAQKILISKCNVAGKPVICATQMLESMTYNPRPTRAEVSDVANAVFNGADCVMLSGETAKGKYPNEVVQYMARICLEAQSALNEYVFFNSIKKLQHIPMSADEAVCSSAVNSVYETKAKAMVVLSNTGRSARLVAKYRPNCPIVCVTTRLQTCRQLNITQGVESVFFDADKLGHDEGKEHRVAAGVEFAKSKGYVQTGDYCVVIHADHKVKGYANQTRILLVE
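0.1 nM LmPK, 0.5 mM PEP, 0.1 mM ADP; 50 mM imidazole pH 7.2, 7 mM MgCl2, 50 mM KCl; 1 h RT. Kinase-Glo luminescence readout, normalized to no-enzyme (full inhibition) and uninhibited wells.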
HCMV inh = qHTS Assay for inhibitors of the human cytomegalovirus (HCMV). 410,000 compounds, 4.5% hits. AID 1259415, 2018. activity change, negative = inhibition, % at 57.5 µM. HFF cells, HCMV-luciferase reporter, 72 h; active compounds read low; in the data active means activity change below about -60%; inconclusive means no clear call, values can overlap the other calls; inactive means above about -39%
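Screen run at 2 compound doses on HFFs infected with reporter HCMV, MOI 1 PFU/cell. Luciferase activity from cell lysates at 72 h post infection gave inhibition relative to buffer-only and Salinomycin wells.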
AmpC detergent = qHTS Inhibitors of AmpC Beta-Lactamase (assay with detergent). AID 485294, 2010. AmpC hydrolysis of nitrocefin, absorbance 480 nm, 0.01% Triton. Potency, µM (top dose mostly 114 µM), without a hit: at the highest dose activity change, negative = inhibition, most hits filed as inhibitors. 370,000 compounds, 0.041% hits. P00811;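 further: potency means the concentration at half of the fitted maximal effect; 0% = no-compound wells and -100% = no-enzyme wells; nearly all actives have a fitted effect of over 25% in size; some results filed as inactive show a strong effect at the top dose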
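20 mM phosphate pH 7.0 + 0.01% (detergent screen) or 0.0001% Triton X-100; 5.3 nM AmpC reagent; cpd preinc 15 min RT; nitrocefin (800 uM stock) to start; A480 q20 s × 4 min; Activity was normalised to no-enzyme and no-compound control wells.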
* = called active by the depositor; ? = inconclusive; · = not tested or not shown; & = joins results of further samples; [ ] = dose if it differs, or a comment. Unless noted, the call rests on the fitted dose curve; in most records, active means well fitted curve in the direction sought with a large enough effect; inconclusive means small, poorly fitted or top-dose-only effect, or another doubt; inactive means no such curve, though single readings can be large; an effect the other way counts as inactive or inconclusive. Unless noted, on the % scale 0 is the no-effect control and ±100 the full control effect.

Screens in order – Sm TGR block	HCMV inh	AMA1 RON2 block	LmPK inh	Tb PYK inh	AmpC no deterg	AmpC detergent
1) CSc1ncnc2c1ncn2CCCNCc1cccs1
→ ·	-26	25%	·	-8%	·	·
2) Cc1c(C(=O)OC2CCCC2C)[nH]c2c1C(=O)CCC2 (stereo not given)
→ -10%	10	-17%	0%	1%	-16%	-11%
3) O=C(NNC(=O)c1cccc(C(F)(F)F)c1)c1ccc(-n2cnnn2)cc1
→ ·	?	65%[activator]	·	6%	-40%	·
4) O=C(O)c1ccc(S(=O)(=O)N(Cc2ccc(F)cc2)C2CCCCC2)cc1
→ -4%	-12	0%	2%	-3%	-10%	3%
5) CCC(C)NC(=S)N(CCc1ccccc1)Cc1cc2cc(OC)c(OC)cc2[nH]c1=O (stereo not given)
→ 1%	-15	-5%	-6%	-3%	162%[activator]	-9%
6) COc1cc(-c2nc(-c3ccc(NC(=O)c4ccc(Br)o4)cc3)no2)cc(OC)c1OC
→ 2%	44	-20%	-13%	1%	-20%	?
7) CC(C)(C)C1CCc2[nH]nc(C(=O)O)c2C1 (stereo not given)
→ -8%	48	-9%	7%	3%	-34%	-4%
8) O=C(O)C(Cc1c[nH]c2ccccc12)NS(=O)(=O)c1ccc(F)cc1 (stereo not given)
→ ·	13	-9%	·	3%	·	·
9) CCC(=NCCN1CCOCC1)c1c(O)n(-c2ccccc2C)c(=O)[nH]c1=O
→ 28µM*	22	79%[activator]	-1%	-14%	-12%	-8%
10) O=C1c2ccccc2NC(c2ccc(F)cc2)N1Cc1ccccc1 (stereo not given)
→ -1%	9	4%	4%	10%	-45%	2%
11) Oc1ccc(-c2csc(-c3cccnc3)n2)cc1O
→ ?	94	-23%	-15%	-14%	-40%	3%
12) CCOC(=O)c1sc(N(Cc2ccccc2)C(=O)COC(=O)c2cnccn2)nc1C
→ 10%	3	-1%	6%	0%	133%[activator]	7%
13) CC(/C=N/n1c(-c2ccco2)n[nH]c1=S)=C\c1ccccc1
→ 1%	-30	-2%[2.32 µM]	-18%	?	-9%	-7%
14) CC1C(=O)C(C)C(c2ccco2)NC1c1ccco1 (stereo not given)
→ -2%	-8	-4%	-3%	6%	-24%	?
15) COc1ccc(NC(=O)CSc2nc(=O)n(CCN(C)C)c3c2CCCC3)cc1OC
→ 1%	-38	10%	·	-1%	23%	-14%
16) O=C(Nc1c(Cl)ccc2nsnc12)c1ccc([N+](=O)[O-])o1
→ ?	-106*	14%	-1%	2%	-11%	1%
17) O=C(COc1ccc2c3c(c(=O)oc2c1)CCCC3)NCCN1CCOCC1
→ 6%	·	2%	2%	-9%	4%	1%
18) CCc1ccc(OCC(=O)N(Cc2ccc(C)cc2)Cc2ccco2)cc1
→ -26%	24	·	·	-9%	·	10%
19) CN(Cc1ccccc1)S(=O)(=O)c1ccc(NC(=S)NC(=O)C(C)(C)C)cc1
→ ?	-10	-5%	5%	-5%	-21%	0%
20) C[C@H](CO)N1C[C@H](C)[C@@H](CN(C)Cc2ccc(C(=O)O)cc2)Oc2c(NC(=O)C3CC3)cccc2C1=O
→ ·	-30	-7%	·	5%	-12%	·
21) Oc1c(C=Nc2ccccc2)sc(=S)n1Cc1ccccc1
→ ·	-25	-22%	-2%	5%	-33%	9%
22) Cc1ccc(-n2cc(-c3ccccc3)c3c(=O)[nH]cnc32)cc1
→ -9%	-5	9%	2%	5%	-21%	-3%
23) Nc1nnnn1/N=C/c1cccc(Br)c1
→ 0%	9	6%	0%	7%	-13%	-9%
24) O=S(=O)(Nc1cccc2nsnc12)c1ccccc1
→ -25%	0	43%	1%	1%	-20%	-6%
25) COc1ccc(-c2sc3ccc(OC)cc3c2C#Cc2cncn2C)cc1
→ ·	20	-1%	·	7%	84%[activator]	·
26) Cn1c(C(=O)NCc2ccccn2)cc2c(=O)n(C)c3ccccc3c21
→ 2%	6	19%	8%	-1%	0%	?
27) O=S(=O)(c1c(F)cccc1F)N1CCN(Cc2c(O)ccc3ccccc23)CC1
→ 2.2µM*	-3	-1%	·	0%	-1%	-10%
28) COc1ccc(S(=O)(=O)N2CCN(Cc3ccc4c(c3)OCO4)CC2)c2ccccc12
→ 0%	37	-4%	10%	-10%	-20%	-13%
29) COCCNC(=S)Nc1cc(OC)c(NC(=O)c2ccco2)cc1OC
→ -20%	-34	-7%	5%	-3%	48%	-1%
30) CCCCNC(=O)c1cccc(S(=O)(=O)N2CC3(C)CC2CC(C)(C)C3)c1 (stereo not given)
→ -11%	?	5%	·	-10%	2%	?

Entries 19–26, reprinted for reference:
Screens in order – Sm TGR block	HCMV inh	AMA1 RON2 block	LmPK inh	Tb PYK inh	AmpC no deterg	AmpC detergent
19) CN(Cc1ccccc1)S(=O)(=O)c1ccc(NC(=S)NC(=O)C(C)(C)C)cc1
→ ?	-10	-5%	5%	-5%	-21%	0%
20) C[C@H](CO)N1C[C@H](C)[C@@H](CN(C)Cc2ccc(C(=O)O)cc2)Oc2c(NC(=O)C3CC3)cccc2C1=O
→ ·	-30	-7%	·	5%	-12%	·
21) Oc1c(C=Nc2ccccc2)sc(=S)n1Cc1ccccc1
→ ·	-25	-22%	-2%	5%	-33%	9%
22) Cc1ccc(-n2cc(-c3ccccc3)c3c(=O)[nH]cnc32)cc1
→ -9%	-5	9%	2%	5%	-21%	-3%
23) Nc1nnnn1/N=C/c1cccc(Br)c1
→ 0%	9	6%	0%	7%	-13%	-9%
24) O=S(=O)(Nc1cccc2nsnc12)c1ccccc1
→ -25%	0	43%	1%	1%	-20%	-6%
25) COc1ccc(-c2sc3ccc(OC)cc3c2C#Cc2cncn2C)cc1
→ ·	20	-1%	·	7%	84%[activator]	·
26) Cn1c(C(=O)NCc2ccccn2)cc2c(=O)n(C)c3ccccc3c21
→ 2%	6	19%	8%	-1%	0%	?

Going on with the list:
Screens in order – Sm TGR block	HCMV inh	AMA1 RON2 block	LmPK inh	Tb PYK inh	AmpC no deterg	AmpC detergent
31) N#Cc1ccc(C(=O)NC23CC4CC(CC(C4)C2)C3)cc1
→ ?	?	-1%	0%	5%	-6%	-11%
32) CCC(C)NC(=O)CCC(=O)N1Cc2ccccc2Oc2ncccc21 (stereo not given)
→ 31%	20	·	·	2%	·	14%
33) COCCNc1nc(C)cc(-c2cc(-c3ccc(Cl)cc3)on2)n1
→ 5%	-7	-3%	-4%	3%	77%[activator]	0%
34) O=C(CCl)N1N=C(c2ccco2)CC1c1ccco1 (stereo not given)
→ 6.3µM*	-72*	-24%	3%	-14%	-21%	-2%
35) COc1ccc2c(-c3cc4ccc(OCc5ccc(F)cc5)cc4oc3=O)cc(=O)oc2c1
→ -12%	-22	13%	3%	-3%	-17%	?
36) CC(C)N1CCNCC1
→ 15%	-5	-1%	0%	3%	-8%	3%
37) COC(=O)c1nnn(-c2nc(N(C)C)nc(N(C)C)n2)c1C
→ -4%	-34	3%	-1%	-2%	-8%	-5%
38) CC(C)NC(=O)NC(=O)CSc1nnc(-c2c[nH]c3ccccc23)o1
→ -3%	14	122%[activator]	-7%	-1%	62%[activator]	-2%
39) O=C(Cc1ccccc1)NCc1ccc(F)cc1
→ -7%	61	-4%	-1%	-3%	-20%	?
40) O=C(c1ccc(C(F)(F)F)cc1)C1CCCN(C(=O)c2cnccn2)C1 (stereo not given)
→ 10%	-11	0%	0%	-8%	27%	-6%
41) COc1ccccc1Cc1nc2ccccc2nc1SCC(=O)N1CCN(c2ccccc2)CC1
→ 10%	8	·	·	-4%	·	25%
42) C=C1[C@@H](C)[C@H]2[C@H](Cc3ccccc3)NC(=O)[C@]23OC(=O)/C=C/[C@H](O)CCC[C@@H](C)C/C=C/[C@H]3[C@@H]1O
→ ?	-24	3%	1%	-3%	-7%	-12%
43) CCCCCCCn1ccc(=N)cc1
→ -7%	-91*	7%	-5%	-12%	-11%	0%
44) CCOc1ccc(S(=O)(=O)N(C(=O)c2ccco2)c2cc3sc(=O)oc3c3ccccc23)cc1
→ -13%	-29	-17%	0%	?	-50%	-15%
45) NNC(=O)c1cc2sccc2s1
→ -1%	-26	39%[activator]	6%	-4%	-48%	0%
46) CCC(C)(C)n1nnnc1C(c1cc2cccc(C)c2[nH]c1=O)N1CCN(C(=O)c2ccco2)CC1 (stereo not given)
→ -30%	-12	-5%	0%	-1%	24%	-12%
47) CC1(C)CC(=O)C(C=NCC2CCN(C(=S)Nc3ccccc3)CC2)=C(O)C1
→ 2%	4	-18%	2%	1%	12%	-1%
48) Cc1cc(Br)ccc1NC(=O)CN(C)C(=O)C1CCN(C(=O)c2ccc(Cl)cc2)CC1
→ ·	?	80%[activator]	·	1%	·	·
49) COCCCN1C(=O)c2ccc(C(=O)OCC(=O)NCc3cccc(OC)c3)cc2C1=O
→ 5%	0	-8%[11.6 µM]	·	0%	-6%	?
50) Fc1cccc(F)c1-c1nc(-c2ccncc2)no1
→ 5%&-5%	-36&26	-1%	-9%	3%&1%	0%	0%&-5%
51) CN1CCN(CCCNC(=O)c2ccc3c(=O)n(CCc4ccccc4)c(=O)[nH]c3c2)CC1
→ 2%	-19	7%	5%	-16%	17%	?
52) COc1cc(NC(=O)c2ccccc2OCc2ccccc2)cc(OC)c1OC
→ 16%	4	-2%	1%	5%	61%[activator]	-11%
53) O=C(O)CCc1ccc(-c2cccs2)n1NC(=O)c1ccco1
→ ?	4	-6%	-1%	-5%	-19%	1%

Compounds were not picked by outcome. Share with any hit: about 7.4%.
